# High-throughput results (PubChem BioAssay)
# D2 potentiator: HTS Assay for Positive Allosteric Modulators of the Human D2 Dopamine Receptor: Primary Screen for Potentiators. HEK293 T-REx D2, calcium flux, EC20 dopamine potentiation. potentiation, % at 10 µM. 0.34% of 340,000 active. AID 485347, 2010;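 active = potentiation over 3 SD above the plate norm, cut at about 30% in these data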; note: 0% is about no effect
# Target sequence (P14416 whole entry, looked up): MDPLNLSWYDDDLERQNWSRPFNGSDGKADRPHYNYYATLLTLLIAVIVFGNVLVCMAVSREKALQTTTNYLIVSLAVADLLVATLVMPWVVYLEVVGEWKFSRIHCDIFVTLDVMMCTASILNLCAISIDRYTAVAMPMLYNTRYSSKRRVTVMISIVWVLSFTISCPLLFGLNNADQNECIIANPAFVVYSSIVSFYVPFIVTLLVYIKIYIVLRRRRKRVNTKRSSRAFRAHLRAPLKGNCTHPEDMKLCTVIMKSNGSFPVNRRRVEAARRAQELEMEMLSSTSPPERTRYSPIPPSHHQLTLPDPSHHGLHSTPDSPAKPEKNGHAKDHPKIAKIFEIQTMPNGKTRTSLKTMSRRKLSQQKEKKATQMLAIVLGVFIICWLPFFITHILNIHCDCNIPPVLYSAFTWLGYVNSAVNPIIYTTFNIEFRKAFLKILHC
#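 Cells plated with tetracycline inducer and held overnight at 30 C; calcium dye loaded 30–90 min at room temperature; baseline taken, compound added and read 180 s; EC20 dopamine then added and read 180 s.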
# TRHR enhancer: qHTS for Small Molecule Agonists and Allosteric Enhancers of Human TRH Receptor: Primary Screen for Enhancers; 0.66% of 360,000 active; Thyrotropin-releasing hormone receptor (Homo sapiens), P34981; TRHR cells, fluo-8 calcium fluorescence, EC20 TRH enhancement; enhancement, % at 2 µM; AID 493056, 2011; in the data active = enhancement above about 30%; note: 0% is about no effect
# Target sequence (P34981 whole entry, looked up): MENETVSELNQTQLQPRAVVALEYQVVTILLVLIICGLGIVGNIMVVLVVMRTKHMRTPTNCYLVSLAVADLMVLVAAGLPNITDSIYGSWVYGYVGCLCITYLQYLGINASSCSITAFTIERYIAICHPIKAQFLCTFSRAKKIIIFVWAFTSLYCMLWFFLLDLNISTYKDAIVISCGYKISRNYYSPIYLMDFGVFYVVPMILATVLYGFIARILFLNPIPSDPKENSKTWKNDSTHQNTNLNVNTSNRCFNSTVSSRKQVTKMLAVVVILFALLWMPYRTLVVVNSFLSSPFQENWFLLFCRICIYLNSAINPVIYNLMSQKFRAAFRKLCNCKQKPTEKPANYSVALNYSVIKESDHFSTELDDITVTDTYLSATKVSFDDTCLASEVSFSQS
#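 Enhancer read-out: after compound pinning and an initial kinetic agonist-mode read, an EC20 of TRH (10 nM final) was injected and fluo-8 calcium signal (Ex 480/Em 530) followed at 1 s/cycle for 100 cycles in TRHR-expressing cells.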
# Apoferritin bind: qHTS Assay for Identification of Novel General Anesthetics | Ferritin light chain (Equus caballus), P02791 | apoferritin/1-aminoanthracene competitive binding, fluorescence | Potency, µM (series often up to 77.5 µM), inactives show at the highest dose activity change, negative = displacement, most hits filed as inhibitors | 0.074% of 350,000 active | AID 485281, 2010; note: potency is the fitted concentration of half-maximal effect; % is set by controls: 0 for no effect and ±100 for the full control effect; nearly all actives have a fitted effect of over 20% in size
# Target sequence (P02791 2-175 limits assumed): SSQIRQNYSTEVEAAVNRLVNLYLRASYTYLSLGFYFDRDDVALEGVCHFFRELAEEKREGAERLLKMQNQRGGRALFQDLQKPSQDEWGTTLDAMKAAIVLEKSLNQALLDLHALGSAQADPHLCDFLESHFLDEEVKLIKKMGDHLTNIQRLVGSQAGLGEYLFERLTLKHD
#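 10 uM apoferritin + 50% sat. 1-AMA, PBS; cpd 10 min RT; Ex380/Em535 endpoint; normalized to free probe vs complex; 4-param Hill fit; propofol titration as pos. ctrl.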
# RXFP1 ag: qHTS Assay for Agonists of the Relaxin Receptor RXFP1; 0.3% of 370,000 active; HEK293T-RXFP1 cAMP TR-FRET, 30 min; response scale: percent of porcine relaxin response, buffer zero; Potency, µM (top dose mostly 57.5 µM), without a hit: at the highest dose activation, most hits filed as activators; Relaxin receptor 1 (Homo sapiens), Q9HBX9; AID 2676, 2010; note: potency is the fitted concentration of half-maximal effect; % is set by controls: 0 for no effect and ±100 for the full control effect; nearly all actives have a fitted effect of over 60% in size; many of its hits are not listed in these tables
#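 cAMP rise read by TR-FRET after 30 min, 37C compound exposure (up to 58 uM) in RXFP1-transfected HEK293 cells with Ro 20174 present. EC50 from Hill-equation fits, with 29 nM porcine relaxin as 100% and buffer as basal.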
# RXFP1 antag: qHTS Assay for Antagonists of the Relaxin Receptor RXFP1 | HEK293-RXFP1, relaxin-stimulated cAMP HTRF, 30 min; stronger effect = lower value | activity change, negative = inhibition, % at 57.5 µM | Relaxin receptor 1 (Homo sapiens), Q9HBX9 | 0.59% of 350,000 active;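 active = activity change of -60% or lower, but not beyond a set lower limit; inconclusive = change between -60% and -40%, or beyond the set limit; inactive = change above -40%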; note: % is set by controls: 0 for no effect and ±100 for the full control effect
# D1 potentiator: Potentiators of Human D1 Dopamine Receptor: qHTS. HEK293 TREx D1 cells, calcium flux, dopamine EC20 potentiation. potentiation, % at 10 µM. 0.036% of 360,000 active. AID 504651, 2011; in the data active = potentiation above about 30%; note: 0% is about no effect
# D1 antag: Antagonist of Human D 1 Dopamine Receptor: qHTS; activity change, negative = inhibition, % at 10 µM; 3.2% of 360,000 active; D(1A) dopamine receptor (Homo sapiens), P21728; AID 504652, 2011; HEK293 TREx D1 cells, calcium flux, dopamine EC80; stronger effect = lower value; in the data active = activity change below about -30%; note: % is set by controls: 0 for no effect and ±100 for the full control effect
#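 Tetracycline-induced HEK293 T-REx cells with force-coupled D1 receptor were loaded with a no-wash calcium dye. Compound was added after a 10 s baseline and read kinetically for 180 s; EC80 dopamine was then added and calcium flux followed another 180 s.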
# D1 agonist: Allosteric Agonists of the Human D1 Dopamine Receptor: qHTS. activation, % at 2 µM. HEK293 T-REx D1 cells, calcium flux, agonist mode. 1% of 360,000 active; in the data active = activation above about 30%; note: 0% is about no effect
#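 Agonism was scored from calcium flux recorded over 180 s (1 read/s) after pintool compound addition, following a 10-cycle baseline. Cells were inducible force-coupled HEK293 TREx D1, plated overnight at 30 C and loaded with no-wash calcium dye.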
# TRHR ag: qHTS for Small Molecule Agonists and Allosteric Enhancers of Human TRH Receptor: Primary Screen for Agonists. activation, % at 2 µM. Thyrotropin-releasing hormone receptor (Homo sapiens), P34981. TRHR cells, calcium flux fluo-8, FDSS agonist mode. 0.18% of 360,000 active; in the data active = activation above about 30%; note: 0% is about no effect
#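 Steps: seed TRHR cells overnight; add fluo-8 no-wash Ca dye, RT 30 min–1.5 h; record 10 s baseline; pin-transfer compounds; monitor fluorescence 1 cycle/s for the agonist window. Calcium increases flag candidate agonists.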
# Starred values were filed as active, the others as inactive; u = inconclusive; x = not tested or not shown; [ ] = another dose, or the depositor's remark. Unless noted, calls come from the whole dose curve; as a rule, active = well fitted curve in the direction sought with a large enough effect; inconclusive = small, poorly fitted or top-dose-only effect, or another doubt; inactive = no such curve, though single readings can be large; an effect the other way counts as inactive or inconclusive. The list is partial; the hit share may differ from the screen's.
SMILES,D2 potentiator,TRHR enhancer,Apoferritin bind,RXFP1 ag,RXFP1 antag,D1 potentiator,D1 antag,D1 agonist,TRHR ag
CCOC(=O)c1cnc(-c2cccc(OC)c2)[nH]c1=O,-4,-3,3%,1.7%,-4,-2,0,2,-0.3
COc1ccc(OC)c(S(=O)(=O)N2CCC(C(=O)NCc3ccccc3OC)CC2)c1,7,3,-9%,0.4%,-7,-13,-2,9,-1.3
Cc1ccc(CNC(=O)CCNS(=O)(=O)c2ccc3c(c2)oc(=O)n3C)cc1,-10,-5,1%,-0.9%,1,-1,-3,2,-0.3
COc1ccc([N+](=O)[O-])c(OC)c1C(=O)Nc1ccc(F)cc1F,1,5,-12%,0.0%,u,-4,-10,0,0.5
COCCn1c(SCc2ccccc2F)nc2ccccc2c1=O,5,-3,-3%,-0.4%,-11,-6,-6,5,-0.2
CCOC(=O)c1c(-c2ccc(Br)cc2)csc1NC(=O)c1ccc(C(C)(C)C)cc1,2,-8,-3%,-0.1%,5,1,8,2,0.2
Cc1nc2cc(-c3ccc(Br)cc3)[nH]n2c(=O)c1Cl,-6,-4,-4%,-1.0%,6,-4,-8,3,0.1
CN(CC(O)COc1c(F)cc(Br)cc1F)C1CCCCC1 (configuration not stated),-9,-1,-2%,9.5%,u,-18,-1,12,1.3
COc1ccc(/C=N/NC(=O)CCCOc2ccc(Cl)cc2Cl)cc1[N+](=O)[O-],-6,-4,u,1.6%,x,-6,-6,4,0.0
COC(=O)c1ccc(CN2C(=O)NC3(CCC(C)CC3)C2=O)o1 (configuration not stated),-16,-2,-17%,2.5%,-5,-6,13,1,0.8
COc1ccc(CCNC(=O)c2cc(-c3ccccc3)on2)cc1OC,0,10,1%,0.1%,6,-1,-10,6,-0.3
Cc1oc(-c2cccc(Cl)c2)nc1CS(=O)(=O)CC(=O)NC(C)CCc1ccccc1 (configuration not stated),-3,-5,u,-3.3%,x,-1,-4,1,0.5
CS(=O)(=O)c1ccc2nc(NC(=O)Oc3ccccc3)sc2c1,1,8,-8%,2.1%,-1,-2,-10,4,0.6
Clc1ccc(Nc2ncnc3c2nnn3Cc2ccccc2)cc1,-3,-4,-12%,6.0%,1,-2,4,1,-0.2
CC(C)CCNC(=O)c1ccc2c(c1)nc1n2CCCCC1,-10,2,34%[activator],2.0%,-6,2,-6,1,-0.1
CCc1ccc2ncc3c(-c4ccccc4)nn(-c4ccccc4)c3c2c1,15,1,-4%,0.1%,x,12,14,9,-1.2
Cc1onc(-c2ccccc2)c1C(=O)N/N=C/c1ccccc1OC(C)C,11,-6,-15%,-0.7%,-4,-4,-31*,4,-0.2
O=C1COc2ccc(C(=O)COC(=O)c3ccc([N+](=O)[O-])cc3Cl)cc2N1,-13,-9,x,0.4%,-21,0,2,3,0.5
COc1ccc(-c2nc(-c3ccccc3)c(-c3ccccc3)[nH]2)cc1Br,-2,-20,41%[activator],0.4%,-25,-5,-9,5,0.8
Fc1ccc(Cl)cc1/C=N/n1cnnc1SCc1ccccc1,17,8,u,3.6%,-7,-3,-12,0,0.4
O=C(Cn1c(=O)c2cc(Cl)ccc2n2nncc12)Nc1ccccc1,x,7,-10%,8.8%,x,1,10,-2,1.0
COc1cc2cc(C(=O)N(C)C3CCS(=O)(=O)C3)[nH]c2cc1OC (configuration not stated),-1,1,-4%,4.0%,-9,0,-5,4,1.5
CC(C)Cc1ccc(C(C)C(=N)N)cc1 (configuration not stated),7,3,-5%,0.8%,-18,3,-2,3,0.6
CCC(Oc1ccccc1)C(=O)Nc1ccc(O)c(-c2nc3cc(C)ccc3o2)c1 (configuration not stated),7,-3,3%,16%,-6,0,1,-1,-0.2
N#Cc1ccc(OCCOCCNC2CCCC2)cc1,14,3,-12%,1.1%,5,-8,-4,2,1.2
CC(C)CN(CCNC(=O)c1cn(C)c2ccc(S(=O)(=O)N3CCOCC3)cc2c1=O)CC(C)C,x,2,-9%,-0.2%,-5,15,-25,0,-0.2
COc1cccc(N2CCN(C(=O)c3cc4c(s3)CCCCC4)CC2)c1,-3,4,x,-0.1%,-8,-8,-11,2,0.1
O=c1nc(Nc2cccc(Cl)c2)oc2cc(Cl)oc(=O)c12,3,-4,2%,1.1%,-4,-5,7,1,0.4
CCCCc1c(O)nc(SCCN(C)C)n(-c2ccccc2)c1=O,11,-7,-8%,-4.2%,5,0,-4,0,0.9
CCn1cc(/C=N\NC(=O)c2cc(-c3ccccc3OC)nc3ccccc23)c(C)n1,8,-6,-19%,2.1%,8,-6,-13,9,0.8
CC1(C)CC(=O)C(C=Nc2ccccc2Sc2ccccc2)=C(O)C1,0,2,u,-2.8%,-17,-2,0,0,-0.1
CC(NC(=O)c1ccco1)C(=O)N1CCN(c2cccc(C(F)(F)F)c2)CC1 (configuration not stated),22,3,x,-1.1%,-1,-3,-5,3,-0.5
COc1ccc(CCNC(=O)c2c(C)oc3ncnc(N4CCOCC4)c23)c(OC)c1,-1,4,-7%,-0.7%,4,-4,-1,0,-0.3
COc1ccc(CN(C)c2nc(-c3cccnc3)nc3ccccc23)cc1OC,26,-4,-1%,11%,x,5,8,2,-0.4
O=C(Cc1cccs1)Nc1ccc2c(c1)C(=O)OC2,-10,-4,-9%,0.8%,5,-8,-5,3,0.5
CC(OC(=O)c1ccc(NC(=O)CC#N)cc1)C(=O)Nc1ccc(Oc2ccccc2)cc1 (configuration not stated),-7,-4,-15%,1.4%,x,-2,6,6,0.7
COc1ccc(N2CCN(CCCNC(=O)c3ccc4nc(Cc5ccccc5)oc4c3)CC2)cc1,10,5,-5%,-1.0%,-9,-3,-24,27,-0.1
Cc1nn(Cc2ccc(Cl)c(Cl)c2)c(C)c1NC(=O)c1noc2c1CCc1ccccc1-2,6,10,5%,1.0%,-14,2,-6,4,2.6
COc1ccc(Cl)cc1NC(=O)CN(C)C(=O)CCSc1ccc(C)cc1,0,3,x,0.8%,-4,0,5,1,-1.2
CN1N=C(C(C)(C)C)CC1=O,14,27,-8%,0.3%,9,6,3,3,0.4
O=C1c2oc3ccccc3c(=O)c2C(c2cccc(Br)c2)N1c1ccccn1 (configuration not stated),15,12,-22%,2.7%,1,-7,-3,1,-0.1
Cc1ccc(CN(C(=O)c2ccccc2Br)C2CCS(=O)(=O)C2)o1 (configuration not stated),9,-2,-9%,0.2%,13,0,-5,0,0.1
NCCNc1ccc(C(=O)N2c3ccccc3Sc3ccccc32)cc1[N+](=O)[O-],12,1,u,0.3%,u,2,0,18,-0.1
COc1cc(S(=O)(=O)Nc2ccc(C)cc2)ccc1N=Cc1c(C)[nH]n(-c2ccccc2)c1=O,12,4,2%,-3.5%,u,3,-8,7,-0.3
N#Cc1c(-c2ccccc2)cc(-c2ccccc2)nc1SCCC(=O)O,x,7,-10%,6.7%,3,-3,-1,-2,-0.2
CCCn1c(SCC(=O)NC2CCCCC2)nnc1C1CC1,-1,33*,-9%,1.8%,-9,-5,16,2,0.3
COc1cc(C(=O)OCC(=O)NCCN2C(=O)CSC2=O)ccc1OCc1c(C)noc1C,1,6,-10%,-0.1%,x,-3,7,11,0.8
CCCc1cc(N2CCC(C(N)=O)CC2)nc(-c2ccccc2)n1,-3,0,-3%,-3.5%,-6,-3,-3,0,0.3
Cc1cccc(N2CC(C(=O)NCc3ccco3)CC2=O)c1C (configuration not stated),-4,0,x,2.7%,5,3,12,2,2.1
CCOC(=O)c1cc(-c2ccccc2)n(CCCC(=O)Nc2cccc(C)c2)c1C,2,2,77%[activator],0.3%,-17,-6,-14,23,-1.3
Cc1nc(N2CCN(c3ccccn3)CC2)c2c(C)c(C(=O)Nc3ccc(F)cc3Cl)sc2n1,3,-4,-10%,2.9%,-5,0,-10,5,0.5
CCC(=O)Nc1ccc(S(=O)(=O)c2ccc(NC(=O)CC)cc2)cc1,2,5,9%,-0.2%,-3,5,9,0,-0.4

# Another view of 2 compounds above.
> COc1ccc(CN(C)c2nc(-c3cccnc3)nc3ccccc23)cc1OC
  D2 potentiator: 26; TRHR enhancer: -4; Apoferritin bind: -1%; RXFP1 ag: 11%; RXFP1 antag: x; D1 potentiator: 5; D1 antag: 8; D1 agonist: 2; TRHR ag: -0.4
> O=C(Cc1cccs1)Nc1ccc2c(c1)C(=O)OC2
  D2 potentiator: -10; TRHR enhancer: -4; Apoferritin bind: -9%; RXFP1 ag: 0.8%; RXFP1 antag: 5; D1 potentiator: -8; D1 antag: -5; D1 agonist: 3; TRHR ag: 0.5

# In the list so far, seven have an aryl thioether with sulfur outside any ring.
SMILES,D2 potentiator,TRHR enhancer,Apoferritin bind,RXFP1 ag,RXFP1 antag,D1 potentiator,D1 antag,D1 agonist,TRHR ag
COCCn1c(SCc2ccccc2F)nc2ccccc2c1=O,5,-3,-3%,-0.4%,-11,-6,-6,5,-0.2
Fc1ccc(Cl)cc1/C=N/n1cnnc1SCc1ccccc1,17,8,u,3.6%,-7,-3,-12,0,0.4
CCCCc1c(O)nc(SCCN(C)C)n(-c2ccccc2)c1=O,11,-7,-8%,-4.2%,5,0,-4,0,0.9
CC1(C)CC(=O)C(C=Nc2ccccc2Sc2ccccc2)=C(O)C1,0,2,u,-2.8%,-17,-2,0,0,-0.1
COc1ccc(Cl)cc1NC(=O)CN(C)C(=O)CCSc1ccc(C)cc1,0,3,x,0.8%,-4,0,5,1,-1.2
N#Cc1c(-c2ccccc2)cc(-c2ccccc2)nc1SCCC(=O)O,x,7,-10%,6.7%,3,-3,-1,-2,-0.2
CCCn1c(SCC(=O)NC2CCCCC2)nnc1C1CC1,-1,33*,-9%,1.8%,-9,-5,16,2,0.3
